Source: PubChem
RGS4 block: inhibitors of human RGS4; P49798; HEK293 M3R/RGS4 inducible, Fluo-4 calcium flux; stronger effect = higher value; triggered by carbachol at its EC20; B-score at 10 µM; actives 0.45% (n = 310,000); AID 463165;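 active = B-score, a plate-corrected calcium signal, over three deviations above library mean, with baseline fluorescence within five deviations of library mean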;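 also: RGS4 expression induced by doxycycline in cells with stable M3 receptor; B-score is computed from the integrated fluorescence ratio over baseline after carbachol; higher B-score means a larger calcium signal and so more RGS4 inhibition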
TRPC4 inh: inhibitors of mouse TRPC4 channel | actives 0.39% (n = 300,000) | Q9QUQ5 | HEK293 TRPC4beta/mu-opioid, DAMGO-evoked Fluo4 calcium flux; stronger effect = lower value | B-score at 10 µM;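 active = B-score over 3 SD under the library average, no early fluorescence shift, positive overall ratio signal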
Target sequence (Q9QUQ5 whole entry, looked up): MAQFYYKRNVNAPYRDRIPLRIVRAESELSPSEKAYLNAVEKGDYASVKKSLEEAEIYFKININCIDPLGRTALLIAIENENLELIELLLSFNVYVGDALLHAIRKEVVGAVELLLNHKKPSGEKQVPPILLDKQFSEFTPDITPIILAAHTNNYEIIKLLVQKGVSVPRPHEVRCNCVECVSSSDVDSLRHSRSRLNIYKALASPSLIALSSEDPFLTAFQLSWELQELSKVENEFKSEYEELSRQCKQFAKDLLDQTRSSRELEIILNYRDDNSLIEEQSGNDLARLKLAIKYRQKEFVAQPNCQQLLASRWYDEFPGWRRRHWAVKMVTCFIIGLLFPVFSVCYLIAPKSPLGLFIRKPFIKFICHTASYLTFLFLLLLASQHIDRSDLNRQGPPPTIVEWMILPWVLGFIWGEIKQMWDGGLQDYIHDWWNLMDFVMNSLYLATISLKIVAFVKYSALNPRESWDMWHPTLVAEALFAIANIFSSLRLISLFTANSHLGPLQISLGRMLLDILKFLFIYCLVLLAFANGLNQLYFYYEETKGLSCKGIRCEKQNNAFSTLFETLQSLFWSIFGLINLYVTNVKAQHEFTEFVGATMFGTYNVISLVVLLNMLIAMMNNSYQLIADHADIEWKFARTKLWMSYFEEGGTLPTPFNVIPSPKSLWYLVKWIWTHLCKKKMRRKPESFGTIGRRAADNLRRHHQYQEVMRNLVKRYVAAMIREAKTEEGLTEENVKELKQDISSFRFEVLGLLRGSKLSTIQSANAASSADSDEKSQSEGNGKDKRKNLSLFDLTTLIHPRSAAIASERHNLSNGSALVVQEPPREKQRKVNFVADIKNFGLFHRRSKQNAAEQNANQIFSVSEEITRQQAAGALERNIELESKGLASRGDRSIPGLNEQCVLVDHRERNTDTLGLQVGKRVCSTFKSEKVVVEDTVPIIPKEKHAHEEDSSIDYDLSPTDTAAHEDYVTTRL
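Signal: kinetic Fluo4 fluorescence imaging of calcium influx. Material: stable TRPC4beta/mu-opioid receptor HEK293 cells. Probe or stimulus: DAMGO in two steps, submaximal then maximal.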
Platelet DG rel: modulates dense granule release in human platelets; human platelet-rich plasma, SFLLRN dense granule ATP release, luminescence; inhibition, %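 (compounds screened at 7.5 µM in platelet-rich plasma)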; actives 0.22% (n = 300,000); AID 1663;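 active = mean replicate score, as percent of positive control, at or above 50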
MrgX1 antagonist: antagonists of human MrgX1 receptor; B-score at 10 µM; Q96LB2; actives 1.3% (n = 310,000); MRGX1-HEK293 calcium flux, Fluo-4, BAM8-22 antagonism; stronger effect = lower value; AID 588676;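 active = calcium-response B-score plate-corrected more than 3 library SD below zero, starting fluorescence within 5 deviations, no agonist response on first addition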;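 also: peak minus trough fluorescence over baseline after final BAM8-22 challenge near maximal dose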
TRPC6 act: activators of mouse TRPC6 channel; actives 0.13% (n = 310,000); B-score at 10 µM; HEK293-TRPC6 membrane potential dye fluorescence; stronger effect = higher value;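 active = B-score of the integrated fluorescence ratio above library mean plus 3 SD, and starting fluorescence ratio within library mean plus 5 SD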;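 also: higher score means more depolarization so channel activation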
MrgX1 allo act: allosterically activates human MrgX1 receptor signaling; actives 0.63% (n = 310,000); MrgX1-HEK293, Fluo-4 calcium flux, FDSS; stronger effect = higher value; B-score at 10 µM; Q96LB2;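 active = plate-corrected calcium response at least 3 library SD above typical, normal starting fluorescence, not activating the receptor alone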;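 also: compound read alongside a low EC10 to EC30 dose of BAM8-22 agonist; peak minus trough fluorescence over baseline measured at the second addition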
MrgX1 agonist: agonists of human MrgX1 receptor | actives 0.44% (n = 310,000) | Q96LB2 | B-score at 10 µM | MrgX1-HEK293 cells, Fluo-4 calcium fluorescence, agonist mode; stronger effect = higher value;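 active = calcium response B-score plate-corrected fluorescence ratio at least 3 library SD, with starting fluorescence B-score inside 5 SD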
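Assay system: MrgX1-expressing HEK293 cells / Amount: fifteen thousand cells per well / Doses: test compound in the initial addition of three / Timing: cells plated overnight, dye loaded 0.5 h 37 °C, 0.5 h room temperature / Technique: kinetic calcium dye fluorescence, Fluo-4 NW / Control set: positive and negative controls per plate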
TRPC6 inhibitor: mouse TRPC6 channel inhibition. Q61143. HEK293-TRPC6, membrane potential dye, ACh-evoked depolarization; stronger effect = lower value. B-score at 10 µM. actives 1.1% (n = 310,000). AID 2553;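 active = B-score under library mean minus 3 SD, initial fluorescence not abnormally high, positive integrated signal ratio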;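 also: B-score derived from integrated fluorescence ratio over the kinetic read; more negative B-score means stronger inhibition of depolarization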
RGS4 pot: potentiators or activators of RGS4 | HEK293 M3R/inducible RGS4, carbachol calcium flux Fluo4; stronger effect = lower value | B-score at 10 µM | actives 0.92% (n = 310,000);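 active = B-score of the integrated calcium signal more than 4 SD below the library mean, with starting fluorescence not abnormally high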;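 also: negative B-score means reduced calcium response which marks RGS4 activation or potentiation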
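Test system: HEK293 cells with stable M3R and inducible RGS4; also added: carbachol at ECmax as muscarinic agonist stimulus; schedule: dye loading 30 min 37 °C, buffer rest 30 min RT; technique: kinetic calcium fluorescence imaging with Fluo4-AM dye, 2 µM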
HIF act: HIF pathway transcriptional activation | actives 0.32% (n = 300,000) | U2OS HRE-luciferase reporter, luminescence; normalized: DMSO 0%, desferrioxamine 100% | AID 1910 | activation, % at 7.5 µM (by protocol);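 active = mean activation of at least 10% of the iron chelator positive control signal, with at least half of replicates also reaching 10%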
SKKanGAS inh: blocks kanamycin growth of S. pyogenes SKKanGAS strain; BacTiter-Glo, 6 h; actives 1.3% (n = 300,000); AID 1662; inhibition, % at 7.5 µM;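 active = mean replicate score, as percent of positive control median, at least 50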;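 also: strain carries kanamycin resistance gene driven by streptokinase promoter and grows in 40 µg/ml kanamycin; loss of luminescence reflects streptokinase promoter inhibition or plain growth inhibition; 0% = median of DMSO wells and 100% = positive control at its reference dose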
An asterisk follows results filed as active; i = inactive; . = no result given.

SMILES	RGS4 block	TRPC4 inh	Platelet DG rel	MrgX1 antagonist	TRPC6 act	MrgX1 allo act	MrgX1 agonist	TRPC6 inhibitor	RGS4 pot	HIF act	SKKanGAS inh
Cc1ccc(S(=O)(=O)N2CCN(C(=O)COC(=O)c3ccccn3)CC2)c(C)c1	i	i	-9	i	i	i	i	i	i	-0.1	0
Cc1sc2nc(C)n(/N=C/c3ccc(O)cc3O)c(=O)c2c1C	i	i	5	i	i	i	i	i	i	-0.8	3
COC(=O)CN1C(=S)N(c2ccc(OC)cc2)C(=O)/C1=C/c1cccs1	i	i	3	i	i	i	i	i	i	0.1	2
Cc1ccc(-c2nn(C)c(=O)c3ccccc23)cc1S(=O)(=O)N1CCOCC1	i	i	0	i	i	i	i	i	i	.	-2
CS(=O)(=O)N(CC(=O)N1CCCCCC1)c1ccc(Br)cc1	i	i	2	i	i	i	i	i	i	-0.1	0
C=CCc1cc(C=O)cc(OC)c1OCc1c(Cl)cccc1Cl	i	i	3	i	i	i	i	i	i	-0.3	25
CCn1c(SCC(=O)Nc2sc3c(c2C#N)CCCC3)nnc1-c1ccco1	i	i	13	i	i	i	i	i	i	-0.4	9
CC(C)C[C@H](NC(=O)OC(C)(C)C)C(=O)N/N=C/c1ccc2nccnc2c1	i	i	1	i	i	i	i	i	i	-0.2	-2
Cc1ccccc1-c1nc(SCc2cccnc2)c2c(=O)n(C)c(=O)n(C)c2n1	i	i	1	i	i	i	i	i	i	-0.1	-3
CC(C)C(=O)NC(=S)Nc1ccc(S(=O)(=O)NC2CCCCC2)cc1	i	i	-19	i	i	i	i	i	i	-0.4	-3
c1ccc(Cc2noc(CN3CCN(CCOc4ccccc4)CC3)n2)cc1	i	i	-1	i	i	i	i	i	i	0.0	6
CC(=O)Nc1ccc(S(=O)(=O)C(C#N)c2nc3ccccc3nc2NCCN2CCOCC2)cc1 (configuration not stated)	i	.	-3	i	i	i	i	i	i	-0.3	2
CCN(C(=O)C1CCCCC1)c1nnc(-c2cccnc2)s1	i	i	8	i	i	i	i	i	i	1.1	-3
COc1cccc(NC(=O)C2C3C=CC4(O3)C2C(=O)N(CCCN2CCC(C)CC2)C4C(=O)NC2CCCCC2)c1 (configuration not stated)	i	i	4	i	i	i	i	i	i	0.1	2
COc1ccccc1NC(=O)CC1S/C(=N/N=C2\CCCc3ccccc32)NC1=O (configuration not stated)	6.1*	i	3	i	i	i	i	i	i	0.1	16
O[C@@H](CNC[C@H](O)c1ccccc1)c1ccccc1	i	i	3	i	i	i	i	i	i	-0.2	-3
O=C(COC(=O)C1(c2cccc(F)c2)CCCC1)NCc1ccc2c(c1)OCO2	i	i	-16	i	i	i	i	i	i	-0.3	-7
O=S(=O)([N-]c1nc2ccccc2nc1-[n+]1ccc(Cc2ccccc2)cc1)c1ccc(Br)s1	i	i	0	i	i	i	i	i	i	-0.6	35
Cc1cc(C)c(C)c(S(=O)(=O)N2CCC(C(=O)OCC(=O)N3c4ccccc4NC(=O)C3(C)C)CC2)c1C	i	i	7	i	i	i	i	i	-7*	0.2	3
O=C(COc1ccc(Cl)cc1Cl)NCCCN1CCOCC1	i	i	-2	i	i	i	i	i	i	0.2	-14
C=CCNC(=S)N(Cc1ccccc1)Cc1ccccc1	i	i	2	i	i	i	i	i	i	0.0	-5
Cc1cccc(C)c1C(=NCCCN(C)C)c1ccccc1	i	i	-4	i	i	i	i	i	-9.4*	0.2	-2
O=C(Nc1ccccn1)C1(c2cccs2)CCOCC1	i	i	23	i	i	i	i	i	i	-0.5	-1
O=C(CS(=O)(=O)c1ccccc1)Nc1ccccn1	i	i	2	i	i	i	i	i	i	-1.1	6
O=C(CCn1c(=O)oc2ccccc21)N1CCN(C(c2ccccc2)c2ccccc2)CC1	i	i	6	i	i	i	i	i	i	1.1	3
CCOC(=O)c1c(C)[nH]c(C)c1C(=O)CSc1nncs1	i	i	-2	i	i	i	i	i	i	-0.1	5
Cc1ccc(-c2nnn(CC(=O)N3CCC(C)CC3)n2)o1	i	i	9	i	i	i	i	i	i	0.5	7
COc1ccc(S(=O)(=O)NCCN2CCOCC2)cc1[N+](=O)[O-]	i	i	12	i	i	i	i	i	i	-0.6	5
Cc1ccc(NC(=O)C2C3CCCC2C3c2ccccc2)cc1C (configuration not stated)	i	i	-1	i	i	i	i	i	i	0.2	12
COc1ccc(Cn2c(=O)[nH]c3cc(C(=O)NC4CCCC4)ccc3c2=O)cc1	i	i	-1	i	i	i	i	i	i	-0.3	-5
CC/C(=N\NC(=O)c1nnn(-c2nonc2N)c1-c1cccc(OC)c1)c1ccc(C)cc1	i	i	0	i	i	i	i	i	i	.	18
COc1ccc(CC(=O)Nc2ccc3c(c2)CCC3)cc1S(=O)(=O)N1CCOCC1	i	i	8	i	i	i	i	i	i	-0.5	1
COc1ccc2c(=O)c(-c3ccccc3)coc2c1	i	i	8	i	i	i	i	i	i	1.9	0
CNC(=O)C1=C(C)Nc2nc3ccccc3n2C1c1cccc(OC)c1 (configuration not stated)	i	i	-11	i	i	i	i	i	i	0.2	1
Cc1ccccc1NC(=O)C1CCN(c2cnccn2)CC1	i	i	-3	i	i	i	i	i	i	0.2	9
O=C(c1ccc2ccccc2c1)N1CCOCC1	i	i	-2	i	i	i	i	i	i	-1.0	-9
CC(NC(=O)CCSCc1ccccc1F)c1ccccc1 (configuration not stated)	i	i	3	i	i	i	i	i	i	2.4	1
COc1ccc(-n2cnnc2SCC(=O)Nc2cccnc2Cl)cc1	i	i	8	i	i	i	i	i	i	0.3	-6
O=S(=O)(Nc1cccc(-c2ccc(N3CCCCCC3)nn2)c1)c1ccc(F)cc1	i	i	-6	i	i	i	i	i	i	1.7	15
COc1ccc(NC(=O)CCCC(=O)c2ccccc2)cc1	i	i	10	i	i	i	i	i	i	0.4	2

Reformatted: four of the compounds above
Values run as follows: RGS4 block	TRPC4 inh	Platelet DG rel	MrgX1 antagonist	TRPC6 act	MrgX1 allo act	MrgX1 agonist	TRPC6 inhibitor	RGS4 pot	HIF act	SKKanGAS inh
C=CCNC(=S)N(Cc1ccccc1)Cc1ccccc1
    i	i	2	i	i	i	i	i	i	0.0	-5
COc1ccc(CC(=O)Nc2ccc3c(c2)CCC3)cc1S(=O)(=O)N1CCOCC1
    i	i	8	i	i	i	i	i	i	-0.5	1
COc1ccc2c(=O)c(-c3ccccc3)coc2c1
    i	i	8	i	i	i	i	i	i	1.9	0
CCOC(=O)c1c(C)[nH]c(C)c1C(=O)CSc1nncs1
    i	i	-2	i	i	i	i	i	i	-0.1	5

(more compounds)
SMILES	RGS4 block	TRPC4 inh	Platelet DG rel	MrgX1 antagonist	TRPC6 act	MrgX1 allo act	MrgX1 agonist	TRPC6 inhibitor	RGS4 pot	HIF act	SKKanGAS inh
CN1CCCN(C(=O)Cc2c(Cl)cccc2Cl)c2nc3ccccc3nc21	i	i	-2	i	i	i	i	i	i	-0.7	-4
CN1CCN(Cc2nc3c(c(=O)n(C)c(=O)n3C)n2Cc2cccc3ccccc23)CC1	i	i	0	.	i	.	.	i	i	-0.1	2
CCOc1[nH]n(-c2ccccc2)c(=O)c1C=Nc1ccccc1	i	i	2	i	i	i	i	i	i	2.2	-7
Cc1cc(C)cc(N(CC(=O)Nc2ccccc2)C2=NC3CS(=O)(=O)CC3S2)c1 (configuration not stated)	i	i	17	i	i	i	i	i	i	0.1	-4
CCOC(=O)c1c(C)[nH]c(C(=O)OCc2c(C)noc2C)c1C	i	i	-1	i	i	i	i	i	i	0.1	-5
O=C(Nc1ccccc1)/C(=C\c1cccs1)NC(=O)c1ccccc1	i	i	4	i	i	i	i	i	i	-0.3	5
Cc1cc(C(=O)N/N=C/c2cc(Cl)cc([N+](=O)[O-])c2O)c2ccccc2n1	i	i	5	i	i	i	i	i	i	-1.4	114*
CCOc1ncccc1C(=O)OCC(=O)c1ccc[nH]1	i	i	4	i	i	i	i	i	i	-0.6	0
Cc1nc(SCC(N)=O)[nH]c(=O)c1CCC(C)C	i	i	2	i	i	i	i	i	i	0.1	-8
Cc1ccc(N=Nc2c(C)[nH][nH]c2=O)c(C)c1	i	i	3	i	i	i	i	i	i	5.8	-5
Cc1noc(C)c1COc1ccc(C(=O)OC(C)C(=O)Nc2ccc(N3CCOCC3)cc2)cc1 (configuration not stated)	i	i	20	i	i	i	i	i	i	-1.0	-9
COc1ccccc1NS(=O)(=O)c1cc(NC(=O)C2CCCC2)ccc1N1CCOCC1	i	i	-1	i	i	i	i	i	i	-0.5	1
CCc1ccc2nc3c(c(C(=O)O)c2c1)CCC3	i	i	3	i	i	i	i	i	i	0.0	1
CCC/C=C(\CCC)C(NS(=O)(=O)c1ccc(C(F)(F)F)cc1)c1ccccc1 (configuration not stated)	i	i	-2	i	i	i	i	i	-8.2*	-1.9	71*
Cc1ccc(OCC(=O)N2CCN(C(=O)c3ccncc3)CC2)cc1	i	i	3	i	i	i	i	i	i	-0.6	7
O=C(CC1NCCN(Cc2ccccc2)C1=O)Nc1ccccc1 (configuration not stated)	i	i	3	i	i	i	i	i	i	-0.3	-4
Fc1ccc(-c2nc3c(Cl)cc(C(F)(F)F)cn3c2Cl)cc1	i	i	2	i	i	i	i	i	i	0.7	-5
CN1CCN(CCCNc2c(C=O)c(=O)[nH]c3ccccc23)CC1	i	i	3	i	i	i	i	i	i	-1.0	-5
COc1ccc(N2CCN(C(c3cccs3)C(C)NC(=O)c3ccc4c(c3)OCO4)CC2)cc1 (configuration not stated)	i	i	-1	i	i	i	i	i	i	-0.2	-2
O=C(CN1C(=O)c2ccccc2S1(=O)=O)NC1CCCCC1	i	i	-2	i	i	i	i	i	i	-1.2	-6
Cc1ccc(NC(=O)Nc2cc(C)on2)cc1	i	i	-11	i	i	i	i	i	i	1.3	-7
Cc1ccc(Cn2ncc3c(NCCCN(C)C)ncnc32)cc1	i	i	8	i	i	i	i	i	i	-0.1	2
Cc1nc2nc(SCC(=O)O)nn2c(C)c1Cc1c(F)cccc1Cl	i	i	9	i	i	i	i	i	i	0.1	6
CCOC(=O)C(C)Oc1ccc(C2NC(=O)NC(C)=C2C(C)=O)cc1Br (configuration not stated)	i	i	6	i	i	i	i	i	i	-0.1	-7
